CCHF vOTU inh: blocks the CCHF virus ovarian tumor domain protease; CCHFV vOTU protease, Pep-AMC fluorescence; inhibition, % at 11.5 µM; AID 651958; 370,000 tested, 0.55% active; in the data active means inhibition above about 30%; further: 0% = vehicle wells with enzyme and 100% = no enzyme wells
TcdB inh: TcdB glycohydrolase inhibition; P18177; TcdB glycohydrolase enzymatic assay, plate reader; inhibition, % at 9.99 µM; 350,000 tested, 0.24% active; AID 652162; in the data active means inhibition above about 10%
3CLpro inhibitor: SARS-CoV 3CLpro protease inhibition; P0C6X7; recombinant SARS-CoV 3CLpro, quenched FRET peptide cleavage; inhibition, % at 6 µM; 290,000 tested, 0.14% active; AID 1706; in the data active means inhibition above about 12%
SSB-PriA inh: K. pneumoniae PriA-SSBct interaction inhibition; AlphaScreen SSBct-PriA binding, biotinylated peptide; inhibition, % at 33 µM; 430,000 tested, 0.6% active; AID 1272365; in the data active means inhibition mostly above about 37%, no sharp cut-off; inactive means mostly below about 20%;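 further: plate controls were negative control peptide for no effect and reference peptide for full effect; strong numbers were not always called active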
DUSP3 inh: inhibitors of human VHR1 phosphatase (DUSP3) | AID 1654 | inhibition, % at 13.3 µM | 290,000 tested, 0.52% active | recombinant VHR phosphatase, pNPP absorbance; in the data active means inhibition above about 50%; further: some compounds called inactive have numbers as strong as hits
Target sequence (P51452 whole entry, looked up): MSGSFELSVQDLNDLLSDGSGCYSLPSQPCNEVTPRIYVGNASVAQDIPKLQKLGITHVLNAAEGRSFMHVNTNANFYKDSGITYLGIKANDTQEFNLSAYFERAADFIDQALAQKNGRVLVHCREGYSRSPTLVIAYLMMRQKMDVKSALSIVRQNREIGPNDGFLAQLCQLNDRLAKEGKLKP
PrPC TRFRET: reduces human prion protein on the cell surface; AID 720596; inhibition, % at 13.8 µM; P04156; 370,000 tested, 0.43% active; cell surface PrPC, TR-FRET read-out; in the data active means inhibition above about 24%; further: 0% = median of the test wells and 100% = reference compound wells
Rv3671c protease: inhibitors of M. tuberculosis serine protease Rv3671c; P9WHR9; inhibition, % at 5.96 µM; 320,000 tested, 0.048% active; in the data active means inhibition above about 38%;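 further: extracellular domain of Rv3671c used as enzyme; 0% = enzyme with DMSO and 100% = no enzyme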
Target sequence (P9WHR9 whole entry, looked up, the tested form may be a part): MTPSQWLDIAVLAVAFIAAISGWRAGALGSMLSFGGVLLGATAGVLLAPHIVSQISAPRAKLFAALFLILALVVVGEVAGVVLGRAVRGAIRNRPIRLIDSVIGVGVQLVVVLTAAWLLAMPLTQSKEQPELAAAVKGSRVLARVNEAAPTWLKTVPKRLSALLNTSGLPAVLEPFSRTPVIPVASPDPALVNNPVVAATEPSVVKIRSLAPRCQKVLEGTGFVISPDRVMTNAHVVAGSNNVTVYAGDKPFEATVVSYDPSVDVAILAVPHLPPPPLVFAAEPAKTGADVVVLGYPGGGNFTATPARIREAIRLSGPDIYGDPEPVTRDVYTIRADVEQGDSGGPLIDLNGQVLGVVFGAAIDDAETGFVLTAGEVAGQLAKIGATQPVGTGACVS
Yp Topo-I inh: inhibitors of Yersinia pestis topoisomerase I; AID 504884; activity, % at 10 µM; Y. pestis Topo-I cleavage product accumulation, plate reader; 360,000 tested, 0.064% active; in the data active means activity above about 50%, passing the limit was not always enough; further: inactives centre near 2
MazF activator: activators of E. coli MazEF toxin-antitoxin RNase; P0AE70; FAM/BHQ RNA-DNA oligo cleavage fluorescence, 5 h; activation, % at 20 µM; 350,000 tested, 0.32% active; in the data active means activation above about 50%
Target sequence (P0AE70 whole entry, looked up): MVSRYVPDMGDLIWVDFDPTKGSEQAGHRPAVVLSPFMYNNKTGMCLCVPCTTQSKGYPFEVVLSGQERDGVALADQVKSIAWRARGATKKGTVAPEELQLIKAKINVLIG
BH1578 lux ind: induces V. cholerae light production without autoinducers | AID 588436 | 350,000 tested, 0.16% active | V. cholerae BH1578 lux reporter, luminescence, 6 h | activation, % at 18.7 µM; in the data active means activation mostly above about 9.7%, no sharp cut-off; further: not every result past the cut was called active; inactives centre near 0; reference of the scale not given here
Starred values were filed as active, the others as inactive; i = inactive; · = no result given; & = joins results of further samples. Only part of the results is shown (hit frequency here may not be typical).

[1] Cc1ccc([N+](=O)[O-])cc1S(=O)(=O)N1CCNCC1
[2] O=C(NC1(C(F)(F)F)C(=O)Nc2c1c(=O)[nH]c(=O)n2Cc1ccccc1)c1ccc(Cl)cc1 (stereo not given)
[3] Cc1cnc(NC(=O)COc2ccccc2Cl)s1
[4] CCOC(=O)[C@H]1[C@H]2COc3ccc(OC)cc3[C@@H]2N2C(=O)CN(Cc3ccc(F)cc3)C(=O)[C@@]12C
[5] CC(NC(=O)c1cc(S(=O)(=O)N(C)C)ccc1Cl)c1ccc(-n2ccnc2)cc1 (stereo not given)
[6] CCOc1cc(N2CCOCC2)c(OCC)cc1NC(C)C(=O)N1CCN(CC)CC1 (stereo not given)
[7] O=C(CCS(=O)(=O)c1ccccc1)Nc1ncc([N+](=O)[O-])s1
[8] O=C1OCCN1c1ccccc1

compound no.,1,2,3,4,5,6,7,8
CCHF vOTU inh,-8,0,1,17,15,31*,8,-6
TcdB inh,-0.2,·,·,-3.4,1.0,-2.8,0.8,0.6
3CLpro inhibitor,3,1,3,·,5,5,0,·
SSB-PriA inh,-8,-8,-4,6,-10,4,3,-7
DUSP3 inh,10,39,3,·,6,17,20,·
PrPC TRFRET,-15,0,-3,3,-3,-1,-6,1
Rv3671c protease,0,-3,6,-7,3,·,2,·
Yp Topo-I inh,8,8,4,25,4,-5,-2,1
MazF activator,-3,6,0,-3,4,0,-13,11
BH1578 lux ind,i,-0.2,-1.0,0.3,i,-0.7,-0.3,i

Reprinted at random: 2 entries already listed.
[2] O=C(NC1(C(F)(F)F)C(=O)Nc2c1c(=O)[nH]c(=O)n2Cc1ccccc1)c1ccc(Cl)cc1 (stereo not given)
[1] Cc1ccc([N+](=O)[O-])cc1S(=O)(=O)N1CCNCC1

compound no.,2,1
CCHF vOTU inh,0,-8
TcdB inh,·,-0.2
3CLpro inhibitor,1,3
SSB-PriA inh,-8,-8
DUSP3 inh,39,10
PrPC TRFRET,0,-15
Rv3671c protease,-3,0
Yp Topo-I inh,8,8
MazF activator,6,-3
BH1578 lux ind,-0.2,i

Additional results.
[9] CCCOc1ccc(N2C(=O)CC(N(Cc3ccco3)C(C)=O)C2=O)cc1 (stereo not given)
[10] CCCCCCCC(=O)NNC(=O)Cc1ccccc1
[11] COc1ccccc1N1CCN(CC(=O)c2c(C)n(C)c3ccccc23)CC1
[12] O=C(NNC(=O)c1cc(-c2ccncc2)nc2ccccc12)c1ccccc1O
[13] COC(=O)Cc1cc(=O)n(-c2nc3ccccc3[nH]2)[nH]1
[14] COc1ccc(COC(=O)CCN=C2NS(=O)(=O)c3ccccc32)cc1F
[15] COC(=O)COc1ccc(-c2nn(C)c(=O)c3ccccc23)cc1
[16] CC(=O)C1C(c2ccccc2OC(F)F)NC(=O)NC1(O)C(F)(F)F (stereo not given)

compound no.,9,10,11,12,13,14,15,16
CCHF vOTU inh,-19,·,-7,15,13,-8,14,2
TcdB inh,0.0,1.2,·,0.7,0.4,-1.2,·,0.1
3CLpro inhibitor,-1,0,0,·,0,·,10,0
SSB-PriA inh,4,-1,9,-3,75*,-2,-5,7
DUSP3 inh,14,5,20,·,22,·,-14,-1
PrPC TRFRET,1,·,-5,-10,2,-3,6,0
Rv3671c protease,4,0,-4,3,3,-1,6,4
Yp Topo-I inh,-6,-1,10,-12,1,1,2,-3
MazF activator,-4,-8,0,-1,-17,-2,2,5
BH1578 lux ind,i,-0.2,-6.2,-1.5,i,i,3.6,i

[17] CCN(C(=O)C(C)Sc1nnc(-c2ccncc2)n1C)C1CCCCC1 (stereo not given)
[18] Cc1cc(Cl)ccc1NNC(=O)c1c(C)noc1C
[19] CCCCOc1ccccc1/C=N/NC(=O)CC#N
[20] CC(C)(C)C1CCC(OCC(O)CN2CCN(Cc3ccccc3)CC2)CC1 (stereo not given)
[21] O=C(Nc1nnc(-c2ccncc2)o1)C1CCCCC1
[22] Cc1cc(C)cc(NC(=O)CCC(=O)N2CCSc3ccccc32)c1
[23] Cc1ccc2nc(-c3ccc(N4C(=O)CC(N5CCN(CCO)CC5)C4=O)cc3)sc2c1 (stereo not given)
[24] O=C(CCS(=O)(=O)c1ccccc1)N1CCN(c2ccccc2F)CC1

compound no.,17,18,19,20,21,22,23,24
CCHF vOTU inh,26,2,1,19,-1,4,-10,-10
TcdB inh,0.0,-3.9,0.2,0.6,0.4,-0.5,·,0.8
3CLpro inhibitor,·,6,1,4,0,-4,-1,-8
SSB-PriA inh,-4,-9,·,-3,-28,-7,7,-7
DUSP3 inh,·,14,5,21,3,-18,12,-4
PrPC TRFRET,-5,4,-1,-1,-1,-2,5,0
Rv3671c protease,5,-1,-10,7,3,10,1,1
Yp Topo-I inh,2,-9,7,18,4,16,22,4
MazF activator,-3,4,8,2,-1,1,-1,3
BH1578 lux ind,i,-0.5,-0.3,2.3,-0.2,-0.4,-2.0,-15

[25] O=C(CNC(=O)c1ccco1)NNC(=O)c1n[nH]c(=O)c2ccccc12
[26] CCOc1ccccc1C(=O)NCC(=O)NNC(=O)c1csc(N2CCOCC2)n1
[27] CO/N=C(/CS(=O)c1ccc(Br)cc1)c1ccc(OC)cc1 (stereo not given)
[28] CCCCn1c2c(c(=N)c3ccccc31)CCC2
[29] CCN(CC(=O)NCc1cccs1)C(=O)Cc1ccc(C)c(C)c1
[30] Cc1oc(-c2ccc(Cl)cc2)nc1CN1CCC(C(=O)NCCCN2CCOCC2)CC1
[31] Cc1ccc(S(=O)(=O)N2CCC(=O)N(C(COCc3ccccc3)C(C)C)CC2)cc1 (stereo not given)
[32] CCN(CC)CCn1c2c(c(SCC(=O)Nc3ccc(C(C)C)cc3)nc1=O)CCC2

compound no.,25,26,27,28,29,30,31,32
CCHF vOTU inh,-13,-3,-2,-7,-13,-3,-6,3
TcdB inh,1.1,1.2,·,2.3,1.6,·,-0.1,-0.7
3CLpro inhibitor,·,·,-3,-1,·,-4,3,·
SSB-PriA inh,-3,·,·,2,-7,-1,0,1
DUSP3 inh,·,·,8,13,·,10,-18,·
PrPC TRFRET,-4,-2,6,-5,2,-14,0,-6
Rv3671c protease,-1,·,-4,-8,-7,-8,1,7
Yp Topo-I inh,0,-3,-4,0,7,0,33,22
MazF activator,4,-5,4,0,5,-6,5,10
BH1578 lux ind,i,-0.6,0.0,-0.5,i,-0.4,-0.3,-0.3

Down the list, quoted from above:
Nos. 9 to 15 in Yp Topo-I inh read -6, -1, 10, -12, 1, 1, 2
Nos. 9 to 15 in DUSP3 inh read 14, 5, 20, ·, 22, ·, -14

Carrying on.
[33] N#C/C(=C(/O)CCl)c1nnc2n1CCCCC2
[34] Cc1cccc(C)c1N1CCN(C(=O)N2CCOCC2)CC1
[35] Cc1ccc(C)c(NC(=O)CCC(=O)N/N=C/c2cc([N+](=O)[O-])ccc2O)c1
[36] CCOc1cc(Br)ccc1S(=O)(=O)N1CCC(C(N)=O)CC1
[37] O=C(/C=N/O)NCCCn1ccnc1
[38] O=C(NCCCN1CCOCC1)c1cc(S(=O)(=O)N2CCOCC2)c(Cl)cc1Cl
[39] CN(C(=O)c1cccc(NC(=O)Cc2ccc([N+](=O)[O-])cc2)c1)C1CCCC1
[40] CCN(C(=O)CN1CCN(c2ccc(O)cc2)CC1)c1c(N)n(Cc2ccccc2)c(=O)[nH]c1=O

compound no.,33,34,35,36,37,38,39,40
CCHF vOTU inh,-2,-3,-4,-7,7,-9,4,1
TcdB inh,1.9,0.0,-0.9,1.0,·,1.7,0.5,·
3CLpro inhibitor,0,5,-2,1,-4,·,·,-11
SSB-PriA inh,-18,5&-15,·,-5,·,6,5,1
DUSP3 inh,2,-1,11,-6,0,·,·,36
PrPC TRFRET,-1,-8,-3,4,-9,0,-7,1
Rv3671c protease,4,3,7,0,1,-1,4,-5
Yp Topo-I inh,6,2,-3,-8,3,2,0,14
MazF activator,2,3,-28,2,8,-5,3,-4
BH1578 lux ind,i,-0.3,i,-0.1,i,-0.6,i,-5.0

Next section; the last 2 above are carried over.
[39] CN(C(=O)c1cccc(NC(=O)Cc2ccc([N+](=O)[O-])cc2)c1)C1CCCC1
[40] CCN(C(=O)CN1CCN(c2ccc(O)cc2)CC1)c1c(N)n(Cc2ccccc2)c(=O)[nH]c1=O
[41] COc1cc([N+](=O)[O-])ccc1NC(=O)COC(=O)C=C(C)C
[42] CSCCC(NS(=O)(=O)c1ccc2c(c1)OCCO2)C(=O)NCCc1ccccn1 (stereo not given)
[43] Cn1c(=O)n(C)c2cc([N+](=O)[O-])c(N3CCN(C(=O)c4ccc(F)cc4)CC3)cc21
[44] COC(=O)C(Cc1ccccc1)NC(=O)C12CC3CC(CC(C3)C1)C2 (stereo not given)
[45] Cc1ccc(-n2c(=O)c3c4c(sc3n3c(C)nnc23)COC(C(C)C)C4)cc1 (stereo not given)
[46] CC(c1ccc(F)cc1)n1cc(C(=O)NCc2ccccn2)nn1 (stereo not given)
[47] CCOc1ccccc1NC(=O)c1ccc(F)c(S(=O)(=O)N2CCC3(CC2)OCCO3)c1
[48] COc1ccc(O/C(=N\S(=O)(=O)c2ccccc2)c2ccccc2)cc1

compound no.,39,40,41,42,43,44,45,46,47,48
CCHF vOTU inh,4,1,1,13,1,-6,-5,-12,-1,0
TcdB inh,0.5,·,-0.4,·,4.5,0.8,·,1.5,·,2.3
3CLpro inhibitor,·,-11,-3,-1,-2,0,5,-4,1,-3
SSB-PriA inh,5,1,-4,-7,2,-21,-8,-7,-4,·
DUSP3 inh,·,36,13,7,9,15,·,7,10,6
PrPC TRFRET,-7,1,-13,-4,-6,-10,-4,-1,5,-3
Rv3671c protease,4,-5,-12,-2,-4,5,7,-8,-7,14
Yp Topo-I inh,0,14,-1,-9,10,-5,5,1,4,2
MazF activator,3,-4,0,1,15,-8,6,7,-2,2
BH1578 lux ind,i,-5.0,-0.1,8.3,-0.1,-3.6,0.2,i,-0.1,-6.2

[49] COC(=O)c1ccc(OCC(O)CNCC(c2ccc(OC)cc2)N(C)C)c(OC)c1 (stereo not given)
[50] CN(C)c1nc(Cl)nc2c1nc(Cl)n2C1CCCCO1 (stereo not given)
[51] COc1ccc(N(CC(=O)Nc2ccc3c(c2)OCCO3)S(=O)(=O)c2c(C)noc2C)cc1
[52] CCCc1cc(=O)n2[nH]c(Cc3ccccc3)nc2n1
[53] COCc1cc(C)nc(OC)c1C(N)=O
[54] O=C(c1cn(-c2ccccc2)nc1-c1cc2ccccc2oc1=O)N1CCOCC1
[55] COc1ccc(OC)c(NC(=O)CN(c2ccc(OC)c(Cl)c2)S(C)(=O)=O)c1
[56] O=C(NCCc1csc(-c2cccnc2)n1)c1c(F)cccc1F

compound no.,49,50,51,52,53,54,55,56
CCHF vOTU inh,6,15,11,2,-17,-6,-14,-11
TcdB inh,0.5,-1.2,·,·,0.3,1.0,·,0.3
3CLpro inhibitor,3,·,-1,6,-2,-3,0,-5
SSB-PriA inh,-2,-11,·,-19,-19,1,-2,-6
DUSP3 inh,26,·,10,10,16,29,30,-7
PrPC TRFRET,-5,6,5,8,-4,-20,6,-9
Rv3671c protease,-1,·,-8,-2,-2,0,-6,13
Yp Topo-I inh,5,8,-6,-4,4,4,-3,-1
MazF activator,11,3,-20,-4,1,8,1,-2
BH1578 lux ind,-0.2,-7.1,-0.7,i,-1.2,3.4,-7.1,i
